Screening results as filed in PubChem BioAssay.
mIAP inh: inhibitors of mouse IAP, primary screen, biochemical, luminescence, uHTS. AID 2806, 2010. intestinal alkaline phosphatase [Mus musculus]. 330,000 compounds, 0.2% hits. inhibition, % at 10 µM. purified mouse IAP, CDP-Star luminescence, 30 min;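 active = inhibition of at least 40% at 10 µM in the primary screen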;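 also: plate controls were DMSO with enzyme for no effect and no enzyme wells for full effect; values of inactives mirror those of a sister screen read the other way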
hIAP inh: human IAP inhibitors, primary screen, biochemical, luminescence, uHTS. Intestinal-type alkaline phosphatase (Homo sapiens), P09923. 330,000 compounds, 0.12% hits. purified IAP, CDP-Star luminescence, 30 min. inhibition, % at 10 µM;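 active = inhibition reaching a set limit with compound at 10 µM in the primary screen, cut at about 35% in these data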;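 also: plate controls were DMSO wells with enzyme for no effect and no-enzyme buffer wells for full effect; values of inactives mirror those of a sister screen read the other way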
NLRP3 yeast inh: NALP3 inflammasome inhibitors in reconstituted yeast, primary screen, luminescence, uHTS; Yeast reconstituted NLRP3/ASC/caspase-1, beta-gal luminescence, 24 h; inhibition, % at 10 µM; 330,000 compounds, 0.39% hits; AID 2825, 2010;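 active = inhibition of 50% or more; inactive = inhibition below 50%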;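 also: plate controls were induced DMSO wells for no effect and uninduced yeast grown without galactose for full effect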
hIAP act: human IAP activators, primary screen, biochemical, luminescence, uHTS; activation factor at 10 µM; 330,000 compounds, 0.16% hits; purified human IAP, CDP-Star luminescence, 30 min; stronger effect = higher value; 1 = vehicle-only enzyme, 0 = enzyme-free background;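 active = activation factor of the enzyme at least 2-fold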; also: the source names both 10 and 20 µM as test concentration; values of inactives mirror those of a sister screen read the other way
A3G deaminase: APOBEC3G DNA deaminase inhibitors, primary screen, biochemical, fluorescence, single-stranded DNA substrate, uHTS; recombinant A3G, ssDNA deamination FAM/TAMRA fluorescence; DNA dC->dU-editing enzyme APOBEC-3G (Homo sapiens), Q9HC16; 330,000 compounds, 0.28% hits; inhibition, % at 20 µM;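 active = inhibition of at least 40% at 20 µM, with no more than 30% in the related APOBEC3A deaminase screen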;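 also: plate controls were DMSO wells with A3G for no effect and wells lacking A3G enzyme for full effect; some compounds called inactive have numbers as strong as hits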
Target sequence (Q9HC16 whole entry, looked up): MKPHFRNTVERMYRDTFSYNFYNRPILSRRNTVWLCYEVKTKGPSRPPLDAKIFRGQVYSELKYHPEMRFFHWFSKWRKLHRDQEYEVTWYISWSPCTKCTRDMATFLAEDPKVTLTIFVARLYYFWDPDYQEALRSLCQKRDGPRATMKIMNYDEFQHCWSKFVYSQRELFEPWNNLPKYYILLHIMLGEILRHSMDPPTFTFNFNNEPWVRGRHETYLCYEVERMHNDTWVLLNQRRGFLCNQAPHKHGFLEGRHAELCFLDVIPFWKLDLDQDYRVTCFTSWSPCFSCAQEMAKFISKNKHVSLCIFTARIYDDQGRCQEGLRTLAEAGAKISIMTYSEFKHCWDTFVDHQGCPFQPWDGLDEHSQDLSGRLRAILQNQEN
MIN6 prolif: inducers of MIN6 beta-cell proliferation, primary screen, ATP luminescence, uHTS. AID 2380, 2010. 330,000 compounds, 0.29% hits. proliferation, % at 10 µM. MIN6 cells proliferation, ATPlite luminescence, 48 h; cells starved in 0.2% serum; 100% = growth in 10% serum;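 active = compounds whose signal lies at least 3.5 SD above the mean of all wells on their plate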;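 also: 0% = DMSO-treated cells in low-serum medium and 100% = 10% serum control; some compounds called inactive have numbers as strong as hits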
SENP1 FRET inh: human SENP1 catalytic domain inhibitors, primary screen, biochemical, FRET, uHTS; 360,000 compounds, 0.21% hits; inhibition, % at 10 µM; recombinant SENP1 catalytic domain, CyPet-SUMO1-YPet FRET cleavage;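 active = inhibition at least 30% at 10 µM, raw YFP signal under a set limit, fluorescence ratio 0.5 to 1.5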;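 also: 0% = enzyme with DMSO and 100% = no enzyme wells; some results filed as inactive read as strong as hits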
Target sequence (Q9P0U3 419-644 limits assumed): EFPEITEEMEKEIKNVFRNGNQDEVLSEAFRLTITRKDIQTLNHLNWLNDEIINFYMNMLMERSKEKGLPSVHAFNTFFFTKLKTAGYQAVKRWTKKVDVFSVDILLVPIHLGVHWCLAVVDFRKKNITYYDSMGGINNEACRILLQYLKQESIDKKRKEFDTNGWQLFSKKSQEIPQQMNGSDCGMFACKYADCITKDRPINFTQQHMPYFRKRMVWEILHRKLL
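System: Recombinant human SENP1 catalytic domain, His6-tagged | Incubation: Enzyme reaction for 50 min at room temperature, dark | Medium: Tris pH 8 with BME, BSA, NP40 and catalase | Also added: 25 nM SUMO1 FRET substrate | Compound: 10 µM single point, 0.5% DMSO | Measured by: FRET fluorescence in CFP and YFP emission channels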
mIAP activ: activators of mouse IAP, primary screen, biochemical, luminescence, uHTS; intestinal alkaline phosphatase [Mus musculus]; muIAP, CDP-Star luminescence, 30 min; stronger effect = higher value; 1 = vehicle-only enzyme signal, 0 = enzyme-free wells; activation factor at 10 µM; 330,000 compounds, 0.24% hits; AID 2805, 2010;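 active = activation factor of at least 2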; also: the source names both 10 and 20 µM as test concentration; values of inactives mirror those of a sister screen read the other way
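System: Mouse IAP enzyme | Also added: CDP-Star substrate | Dosing: Compounds dispensed in DMSO | Schedule: 30 min enzyme-substrate-compound incubation at room temperature | Technique: Chemiluminescence readout | Control set: DMSO-only wells and no-enzyme negative control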
A3A deaminase: APOBEC3A ssDNA deaminase inhibitors, primary screen, selectivity assay for APOBEC3G inhibitor project, biochemical, FAM/TAMRA oligo cleavage fluorescence; recombinant A3A, FAM/TAMRA ssDNA deamination fluorescence; DNA dC->dU-editing enzyme APOBEC-3A (Homo sapiens), P31941; 330,000 compounds, 0.41% hits; inhibition, % at 20 µM; AID 493011, 2011;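 active = at least 40% inhibition at 20 µM here, with at most 30% in a related deaminase screen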;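 also: plate controls were A3A with DMSO for no effect and wells lacking A3A enzyme for full effect; some results filed as inactive read as strong as hits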
Target sequence (P31941 whole entry, looked up): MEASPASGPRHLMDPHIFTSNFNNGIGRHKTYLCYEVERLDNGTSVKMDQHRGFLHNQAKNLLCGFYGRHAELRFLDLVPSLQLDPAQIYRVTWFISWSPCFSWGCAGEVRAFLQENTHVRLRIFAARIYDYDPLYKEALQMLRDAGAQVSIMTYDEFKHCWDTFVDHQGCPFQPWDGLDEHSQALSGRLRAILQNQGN
The depositor's hits bear a star. These rows are one share of the data (hit frequency here may not be typical).

Sequence of screens – MIN6 prolif	SENP1 FRET inh	hIAP inh	hIAP act	mIAP inh	A3G deaminase	NLRP3 yeast inh	A3A deaminase	mIAP activ
#1 CC1CC(C)CN(c2ncc3c(n2)CC(c2ccc(Cl)cc2)CC3=O)C1 (stereo not given)
 : -7	-1	6	0.94	5	-5	17	-6	0.95
#2 CCN(C(=O)CSc1nnc(-c2cccs2)n1N)c1c(N)n(Cc2ccccc2)c(=O)[nH]c1=O
 : -1	0	-16	1.2	-13	-12	10	-2	1.1
#3 CS(=O)(=O)N(CC(=O)Nc1ccccc1F)C1CCCCC1
 : -1	-3	12	0.88	2	-3	0	-2	0.98
#4 COc1ccc(CN2CCNC(=O)C2CC(=O)NCCCC2CCCC2)c(C)c1C (stereo not given)
 : -4	-21	25	0.75	1	-6	19	-3	0.99
#5 Cc1cc(C)cc(NC(=O)C2CCN(c3cnccn3)CC2)c1
 : -1	1	12	0.88	-5	0	19	0	1
#6 C=CCNC(=O)CN1CCN(C(c2ccccc2)c2ccccc2)CC1
 : -3	0	5	0.95	-7	0	-6	0	1.1
#7 CCNC(=S)NNC(=O)c1cc(C)nc2ccccc12
 : 1	0	-14	1.1	5	-4	4	0	0.95
#8 CC(C)[C@H](NC(=O)c1ccccc1F)C(=O)OCCN1C(=O)c2ccccc2C1=O
 : -2	1	-7	1.1	-5	3	16	-1	1.1
#9 CCn1c(=O)c([N+](=O)[O-])c(NCCc2ccc(OC)c(OC)c2)c2ccccc21
 : -3	-1	6	0.94	-14	-6	13	-4	1.1
#10 CC1CC(C)CN(CCCNC(=O)Cn2ncn3cccc3c2=O)C1 (stereo not given)
 : -3	2	-3	1	1	-3	16	1	0.99
#11 CC(=O)N(C)c1ccc(NC(=O)c2ccccc2C(=O)O)cc1
 : -3	2	7	0.93	11	-7	-2	-6	0.89
#12 COc1cc2sc3ccc(-c4ccc(CN5CCOCC5)cc4)cc3c(=O)c2cc1OC
 : -6	-150	0	1	8	8	8	3	0.92
#13 CC(C)Cc1ccc(S(=O)(=O)N2CCOCC2)cc1
 : 0	1	11	0.89	-1	-6	11	-1	1
#14 CC(C)(C)S(=O)(=O)/C(C#N)=N/Nc1ccc(S(N)(=O)=O)cc1
 : -4	3	6	0.94	2	-4	19	-3	0.98
#15 CC(C)[C@@H](C(=O)NC1CC1)N1C(=O)N2CCc3c([nH]c4ccccc34)[C@@]2(C)C1=O
 : -2	-2	6	0.94	9	-7	-1	-3	0.91
#16 Cc1ccc(OCc2nnc(SCC(=O)N3C(C)CCCC3C)o2)cc1 (stereo not given)
 : -2	0	-8	1.1	6	-6	2	-2	0.94
#17 COc1ccc(-n2cnc3cc(C(=O)NCC4CCCO4)ccc32)cc1 (stereo not given)
 : 0	0	-10	1.1	10	3	10	-1	0.9
#18 COc1ccc(CN2C(=O)c3cccc4cccc(c34)C2=O)cc1
 : -3	0	5	0.95	0	-3	8	2	1
#19 OCCC1CN(Cc2cccc3nonc23)CCN1C1CCCCC1 (stereo not given)
 : 0	4	-14	1.1	0	-10	15	-3	1
#20 O=C(c1noc2c1CCCC2)N1CCN(c2ccccc2)CC1
 : 3	-3	25	0.75	5	-2	5	1	0.95
#21 Cc1cc(NC(=O)COC(=O)COc2ccc(Cl)cc2C)c([N+](=O)[O-])cc1C
 : 2	3	-1	1	2	5	-6	2	0.98
#22 Nc1nc2c(ncn2C2C[C@H](O)[C@@H](CO)O2)c(=O)[nH]1 (stereo not given in full)
 : -3	1	6	0.94	-1	1	4	0	1
#23 COc1cccc(C(C)N(C)Cc2nc(COc3ccccc3)no2)c1 (stereo not given)
 : -2	1	-4	1	-3	-7	-5	-5	1
#24 C[C@H](C(=O)O)c1n[nH]c(=O)c2ccccc12
 : -1	0	-3	1	-1	-7	29	4	1
#25 COc1ccccc1C(=O)NCC(=O)N1CCN(c2ncccn2)CC1
 : -3	1	12	0.89	-6	-5	19	0	1.1
#26 O=C(c1cc2ccccc2o1)N1CCN(C/C=C/c2ccccc2)CC1
 : -2	1	-8	1.1	4	-8	40	-3	0.96
#27 COCCn1c(SCC(=O)Nc2cccc(S(N)(=O)=O)c2)nc2cc(Cl)ccc2c1=O
 : 2	0	6	0.94	3	-2	9	-2	0.97
#28 c1ccc2c(Cn3ccnc3)c[nH]c2c1
 : -5	1	-3	1	-3	-1	-11	0	1
#29 COc1cc(C(=O)N2CCN(c3ccccc3F)CC2)ccc1OCC(=O)N1CCOCC1
 : -2	3	21	0.79	13	-8	9	-6	0.87
#30 CCCn1c(SCC(=O)Nc2nnc(C)s2)nnc1C1CC1
 : -2	0	-15	1.2	-1	-5	4	2	1

Some of these compounds in order of count of non-hydrogen atoms, largest number first.
Sequence of screens – MIN6 prolif	SENP1 FRET inh	hIAP inh	hIAP act	mIAP inh	A3G deaminase	NLRP3 yeast inh	A3A deaminase	mIAP activ
#26 O=C(c1cc2ccccc2o1)N1CCN(C/C=C/c2ccccc2)CC1
 : -2	1	-8	1.1	4	-8	40	-3	0.96
#30 CCCn1c(SCC(=O)Nc2nnc(C)s2)nnc1C1CC1
 : -2	0	-15	1.2	-1	-5	4	2	1
#22 Nc1nc2c(ncn2C2C[C@H](O)[C@@H](CO)O2)c(=O)[nH]1 (stereo not given in full)
 : -3	1	6	0.94	-1	1	4	0	1
#24 C[C@H](C(=O)O)c1n[nH]c(=O)c2ccccc12
 : -1	0	-3	1	-1	-7	29	4	1
#28 c1ccc2c(Cn3ccnc3)c[nH]c2c1
 : -5	1	-3	1	-3	-1	-11	0	1

(next part)
Sequence of screens – MIN6 prolif	SENP1 FRET inh	hIAP inh	hIAP act	mIAP inh	A3G deaminase	NLRP3 yeast inh	A3A deaminase	mIAP activ
#31 O=C(COc1ccccc1)N1CCN(c2ncnc3c2cnn3-c2ccccc2)CC1
 : -3	3	-27	1.3	5	-3	11	-2	0.95
#32 COCCn1c(SCCN2CCOCC2)nc2c1c(=O)[nH]c(=O)n2C
 : 0	1	3	0.97	5	12	14	-1	0.95
#33 C=CCn1c(SCC(C)=O)nc2sc3c(c2c1=O)CCC3
 : 6	2	-7	1.1	1	-2	15	3	0.99
#34 O=C(OCn1ncc(Cl)c(Cl)c1=O)c1cccc(C(F)(F)F)c1
 : -6	2	6	0.94	2	-7	-4	0	0.98
#35 OC(CSc1c(Cl)cccc1Cl)CN1CCN(c2ccccc2F)CC1 (stereo not given)
 : -4	0	-8	1.1	-2	-2	22	-3	1
#36 Cc1ccc(-n2cc(CNCCn3nc(C)cc3C)c(-c3ccc(F)cc3)n2)cc1
 : -5	1	-16	1.2	-17	-3	24	1	1.2
#37 CCC(=O)N1CCN(c2ccc(NC(=O)c3c(F)c(F)c(OC)c(F)c3F)cc2)CC1
 : -1	1	5	0.95	-7	-2	18	0	1.1
#38 Cc1cc(NC(=O)CSCC(=O)N(C)Cc2ccc(Cl)c(Cl)c2)no1
 : 1	0	8	0.92	4	-5	22	0	0.96
#39 CN(c1ccccc1)S(=O)(=O)c1ccc(C(=O)Nc2nnc(C3CC3)s2)cc1
 : 2	1	6	0.94	5	-6	6	1	0.95
#40 COC(=O)C1=C(C)NC(C)=C(C(=O)OC)C1c1ccc(C)o1
 : -1	-4	7	0.93	6	1	17	0	0.94
#41 O=C(Nc1ccccc1)Nc1ccc2nnsc2c1
 : -4	-1	-16	1.2	-39	-4	20	-4	1.4
#42 COc1ccc(C(=O)NCc2nnc(SCC(=O)N3CCCC3)o2)cc1OC
 : 3	1	-26	1.3	8	-5	3	-2	0.92
#43 Cc1nn(-c2ccccc2)c(C)c1C(=O)OC(C)C(=O)NC1CCCCC1C (stereo not given)
 : 2	-1	-7	1.1	1	-5	7	-3	0.99
#44 Cc1ccc(S(=O)(=O)N2CCN(CC(=O)N/N=C/c3ccc(Br)s3)CC2)cc1
 : -3	-1	-7	1.1	3	-2	-5	3	0.97
#45 COc1ccc([C@@H]2[C@@H]3C(=O)N(C(C)(C)C)C(=O)[C@@H]3[C@]3(Cc4ccc(Cl)cc4)C(=O)N(c4cccc(C)c4)C(=O)N23)cc1
 : -5	1	-6	1.1	-2	-5	14	-3	1
#46 CCCNC(=O)C1CCC(CNS(=O)(=O)c2cccc3nsnc23)CC1 (stereo not given)
 : 5	1	3	0.97	-6	-2	18	1	1.1
#47 COc1ccc(/C=C/c2cc(C(=O)O)c3ccccc3n2)cc1
 : -6	-39	-6	1.1	6	2	12	-1	0.94
#48 COc1ccc(C(CNC(=O)c2ccc(S(=O)(=O)Nc3ccccc3C)cc2)N2CCOCC2)cc1 (stereo not given)
 : 1	0	-5	1.1	-4	-6	3	-3	1
#49 O=C(Nc1ccc(F)cc1)N1CCN(C(=O)C2CCCO2)CC1 (stereo not given)
 : -2	2	15	0.85	-3	-2	29	3	1
#50 Cc1cc(=O)[nH]c(SCC(=O)Nc2nnc(SCc3ccccc3)s2)n1
 : 0	0	13	0.87	10	-7	24	-3	0.9
#51 COc1ccc(NC(=O)CN(C2CCCCC2)S(C)(=O)=O)cc1Cl
 : -3	1	11	0.89	-4	2	-6	3	1
